LANA DNA inh: KSHV C-LANA DNA binding inhibition. AID 504423. inhibition, % at 9 µM. 0.078% of 340,000 active. MBP-C-LANA/FAM-LBS DNA binding, fluorescence polarization;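 active means highest replicate inhibition at or above 60% at 9 µM, even if other replicates fall short; inactive means all replicates below 60% inhibition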;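 further: 0% = neutral control wells and 100% = 4 µM acridine orange control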
Keap1 Nrf2 FP: Keap1-Nrf2 (human) interaction inhibition; Q14145; Keap1 Kelch-Nrf2 peptide fluorescence polarization, 1536-well; inhibition, % at 9.4 µM; 0.15% of 340,000 active; in the data active means inhibition above about 12%;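 further: human Keap1 Kelch domain with fluorescein labeled Nrf2 9mer peptide probe; 0% = neutral control wells and 100% = peptide positive control; higher means more block of Keap1 binding to Nrf2 peptide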
SR-BI DiI-HDL act: enhances SR-BI lipid uptake from DiI-HDL; AID 504775; 0.096% of 320,000 active; CHO ldlA[mSR-BI] cells, DiI-HDL uptake fluorescence, 3 h; 100 = double the neutral-control signal; activation, % at 12.5 µM;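 active means mean replicate activation of at least 60% and every replicate at or above 60%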;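 further: 0% = median plate neutral-control signal and 100% = twice that signal; values of inactives mirror those of a sister screen read the other way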
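Test system: SR-BI-overexpressing, LDLR-lacking CHO cells; Medium: Ham's F12 with 0.5% BSA, HEPES 25 mM, pH 7.4; Schedule: 3 h, 37 °C; Technique: bottom-read fluorescence, 550/595 nm.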
Rtt109 Vps75: inhibitors of Candida albicans Rtt109/Vps75 histone acetyltransferase | Q5AAJ8 | purified Rtt109/Vps75, ThioGlo CoA-SH fluorescence, 4 h | inhibition, % at 34.9 µM | 0.16% of 330,000 active | AID 540336;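 active means inhibition of at least 50% in every replicate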
Target sequence (Q5AAJ8 whole entry, looked up): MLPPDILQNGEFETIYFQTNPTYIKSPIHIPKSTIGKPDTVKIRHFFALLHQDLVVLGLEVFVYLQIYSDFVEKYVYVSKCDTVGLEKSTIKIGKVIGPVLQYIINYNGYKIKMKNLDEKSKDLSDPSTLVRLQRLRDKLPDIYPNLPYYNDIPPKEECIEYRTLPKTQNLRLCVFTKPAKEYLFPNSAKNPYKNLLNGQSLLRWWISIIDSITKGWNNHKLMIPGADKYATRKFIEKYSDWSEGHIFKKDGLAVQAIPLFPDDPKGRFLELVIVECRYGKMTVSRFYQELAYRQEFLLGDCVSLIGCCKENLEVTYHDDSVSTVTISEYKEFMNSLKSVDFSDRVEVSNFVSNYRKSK
CAL PDZ FP-1: blocks peptide binding to the human CAL PDZ domain; purified CAL PDZ, TMR-peptide fluorescence polarization, 1 h; inhibition, % at 24.9 µM; 0.92% of 300,000 active; AID 602252;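 active means mean inhibition of at least 30% with at least half of replicates also reaching 30%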;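 further: 0% = DMSO neutral control and 100% = excess unlabeled competitor peptide PRC23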
CAL PDZ FP-2: blocks peptide binding to human CAL PDZ domain; Q9HD26; purified CAL PDZ, TMR-peptide fluorescence polarization, 1 h; inhibition, % at 20 µM; 0.02% of 330,000 active; AID 504414;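 active means highest replicate inhibition of at least 40%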;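 further: plate controls were DMSO neutral control wells for no effect and unlabeled competitor peptide control wells for full effect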
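Material: tagged CAL PDZ protein CerCALP, purified; buffer or medium: sodium phosphate/NaCl buffer pH 7.4 with TCEP, IgG, Thesit; also added: fluorescent TMR peptide probe; schedule: 1 h incubation at room temperature before polarization reading; technique: fluorescence polarization from S- and P-plane intensities, G-factor corrected; control set: unlabelled peptide and DMSO controls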
Cardiac RTF inh: cardiac RTF calcium desensitization; P19429+P45379; IANBD-labeled cardiac RTF, Ca2+ fluorescence; inhibition, % at 7.15 µM; 0.12% of 340,000 active;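 active means inhibition above the mean inhibition of all tested compounds plus 3 SD, cut at about 17% in these data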;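 further: assay run at fixed EC70 calcium of 1.6 mM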
PKA-R2B activ: PKA-R2B complex activation | PKA-R2B holoenzyme dissociation, Cy5-IP20 fluorescence polarization; R2B truncated from residue 108, S112A mutant; 0% DMSO only, 100% 113 µM cGMP | activation, % at 11.4 µM | 0.079% of 340,000 active | AID 504700;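 active means activation above a cutoff set at the mean over all compounds plus 3 SD, cut at about 18% in these data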;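 further: higher means more holoenzyme dissociation and a rise in polarization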
Target sequence (P31323 whole entry, looked up, other chains not shown, the tested form may be a part): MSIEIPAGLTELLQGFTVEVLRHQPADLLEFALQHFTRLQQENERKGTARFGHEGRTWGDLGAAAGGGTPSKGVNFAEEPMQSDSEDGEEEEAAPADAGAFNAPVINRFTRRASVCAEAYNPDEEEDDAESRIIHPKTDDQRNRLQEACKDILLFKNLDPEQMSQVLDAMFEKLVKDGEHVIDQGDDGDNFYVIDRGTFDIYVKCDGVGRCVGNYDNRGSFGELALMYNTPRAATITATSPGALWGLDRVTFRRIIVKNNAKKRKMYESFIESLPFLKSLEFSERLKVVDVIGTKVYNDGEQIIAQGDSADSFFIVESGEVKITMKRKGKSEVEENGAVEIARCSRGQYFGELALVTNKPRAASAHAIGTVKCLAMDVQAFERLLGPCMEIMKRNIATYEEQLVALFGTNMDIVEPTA
RTF Ca sens act: increases calcium sensitivity of human cardiac regulated thin filaments | IANBD-labeled TnC RTF fluorescence at EC20 calcium; 0% EC20 calcium, 100% full calcium | activation, % at 7.2 µM | 0.24% of 340,000 active | AID 493008;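 active means activation above the mean over all tested compounds plus 3 SD, cut at about 30% in these data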;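 further: rise in fluorescence read as greater calcium sensitivity of cardiac thin filaments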
DAGLB inhibitor: blocks human DAGLB lipase activity; Q8NCG7; HEK293T DAGLB membrane lysate, EnzChek fluorogenic substrate; inhibition, % at 5.17 µM; 0.059% of 340,000 active; AID 504411; in the data active means inhibition above about 34%;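 further: 0% = enzyme with vehicle and 100% = wells lacking enzyme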
* hit, by the source's call; x = not tested or not shown. An unsorted share of the library (roughly 1.6% active in at least one column).

SMILES | LANA DNA inh | Keap1 Nrf2 FP | SR-BI DiI-HDL act | Rtt109 Vps75 | CAL PDZ FP-1 | CAL PDZ FP-2 | Cardiac RTF inh | PKA-R2B activ | RTF Ca sens act | DAGLB inhibitor
Cc1ccsc1C(=O)N1CCCC(C(=O)c2cc(F)ccc2F)C1 (stereo not drawn) | -0.8 | -5.7 | x | 5.5 | 0.6 | -0.2 | -13.7 | -11.6 | 4.0 | -0.1
CCc1ccc(C(=O)COC(=O)c2ccc(Cl)nc2)cc1 | -0.4 | -2.8 | 3.8 | -2.2 | 3.1 | 0.0 | x | x | x | x
O=C(Cn1cc([N+](=O)[O-])ccc1=O)NCC1COc2ccccc2O1 (stereo not drawn) | 0.2 | -4.0 | -7.9 | -3.4 | -1.9 | -1.0 | -6.0 | -0.7 | -1.3 | 0.6
Cn1c2ccccc2n2c(=O)c(Cl)c(-c3ccccc3)c(C#N)c12 | 5.0 | -1.1 | 3.8 | 4.4 | 1.2 | -0.2 | -6.3 | -8.9 | 3.6 | 1.6
COCCCN(CCC#N)C(=O)c1c(-c2c(Cl)cccc2Cl)noc1C | -0.2 | -0.3 | 5.1 | -12.3 | -7.1 | -1.7 | -6.2 | -6.1 | 8.4 | 0.1
CCC(C)c1ccc(NC(=O)c2cnn3c(C(F)F)cc(C)nc23)cc1 (stereo not drawn) | -1.5 | 1.1 | -25.6 | 18.4 | 8.1 | -1.7 | x | x | x | x
Cn1nc(C(=O)NCc2ccc(F)cc2)c2ccccc2c1=O | -0.1 | -1.4 | -3.8 | -9.6 | x | -1.0 | 2.4 | -4.2 | -1.5 | -0.5
C=CCNC(=O)N1CCCC(C(=O)c2cccc(OC(C)C)c2)C1 (stereo not drawn) | 1.5 | -3.5 | -19.3 | -4.4 | x | -0.2 | -2.7 | -11.2 | -1.4 | 0.2
CC(C)Oc1ccc(C2CC(=O)N(c3ccc(C(=O)O)cc3)C2=O)cc1 (stereo not drawn) | -0.1 | -2.6 | 4.7 | 2.8 | -4.0 | 0.0 | -8.3 | -10.1 | -0.2 | 0.1
COc1ccc(C(=O)Nc2ccc3c(c2)Cc2ccccc2-3)cc1 | -0.4 | 1.1 | -6.8 | -7.6 | x | -1.8 | -0.5 | 13.9 | 10.1 | -2.3
COc1cc(NS(=O)(=O)c2ccc(NC(=S)NC(=O)c3cccs3)cc2)nc(OC)n1 | 0.4 | -7.7 | 26.0 | -2.6 | -5.5 | -1.8 | -20.6 | 0.6 | 0.2 | 5.5
CC12CN3CC(=O)N4CC5(C)CN(CC(C)(C4)C5=O)C(=O)CN(C1)CC(C)(C3)C2=O | -0.8 | -3.0 | 12.1 | 1.5 | x | 0.9 | -1.7 | -3.2 | 4.8 | 0.9
CC(=O)Nc1ccc(NC2CCCCC2NS(=O)(=O)c2ccc(Cl)cc2)cc1 (stereo not drawn) | 0.4 | 1.0 | 1.2 | -1.3 | -4.5 | -1.9 | -1.7 | 7.6 | -0.9 | -1.0
COc1ccc(CCN=C(N)NS(=O)(=O)c2ccccc2)cc1 | -0.9 | 0.0 | 48.7 | 0.2 | -0.7 | -3.2 | 5.8 | -5.4 | 7.3 | -3.5
C=CCNC(=O)C(=O)NCC(c1ccc2c(c1)OCO2)N1CCOCC1 (stereo not drawn) | 0.3 | -2.8 | 13.3 | -6.2 | -3.3 | -0.6 | 2.3 | 1.6 | -2.9 | 1.7
S=C(NCCc1ccccc1)NCC1CCCO1 (stereo not drawn) | -1.5 | -4.1 | 28.4 | -8.0 | -1.6 | -3.2 | 1.1 | -7.2 | -6.8 | -0.3
Cc1sc2ncnc(NCc3ccco3)c2c1C | 1.5 | -2.6 | 39.3 | -3.9 | -2.9 | -1.5 | -24.2 | -0.4 | 1.1 | -1.5
c1cncc(-c2noc(-c3cccc4ccccc34)n2)c1 | -0.7 | 1.0 | -1.8 | -10.1 | -6.7 | -2.3 | -7.2 | 10.4 | 0.2 | -15.1
Nc1ccccc1-c1nnc(-c2ccc(-c3ccccc3)cc2)o1 | -1.3 | 6.0 | 0.3 | 1.7 | 0.3 | x | 2.1 | -1.4 | -3.1 | -3.0
CC(=O)c1ccc(Sc2ccccc2N)c([N+](=O)[O-])c1 | -0.9 | 3.5 | 4.6 | 8.5 | -1.7 | -0.4 | x | x | x | x
Cc1cc(-c2ccc(C(=O)O)s2)cnc1N | 0.7 | 2.7 | 15.3 | -22.9 | -0.7 | -2.3 | -9.3 | 7.0 | 0.6 | -0.4
CN(C(=O)COC(=O)c1cc(Br)c(Br)s1)C1CCS(=O)(=O)C1 (stereo not drawn) | -1.7 | -3.7 | -27.3 | 8.8 | 0.5 | -3.8 | 0.6 | -4.0 | 2.6 | -2.3
Brc1ccc(OCCCN2CCOCC2)cc1 | -1.1 | -2.5 | 18.3 | -1.6 | -0.5 | 1.4 | 0.7 | -1.2 | -1.0 | 1.6
C[C@H](CCC(=O)O)[C@H]1CC[C@H]2[C@@H]3CC[C@@H]4C[C@H](O)CC[C@]4(C)[C@H]3CC[C@]12C | 0.1 | 3.3 | -4.0 | 12.8 | -1.7 | -0.1 | 3.2 | -10.5 | -4.2 | 5.3
C/C=C/C(=O)N1CC2(CC(c3cccc(NC(=O)CC(c4ccccc4)c4ccccc4)c3)=NO2)C[C@H]1C(N)=O (stereo partly drawn) | 1.6 | -1.2 | -32.1 | 0.8 | -3.8 | -1.5 | -2.0 | -4.2 | -7.0 | -0.9

(more compounds)
SMILES | LANA DNA inh | Keap1 Nrf2 FP | SR-BI DiI-HDL act | Rtt109 Vps75 | CAL PDZ FP-1 | CAL PDZ FP-2 | Cardiac RTF inh | PKA-R2B activ | RTF Ca sens act | DAGLB inhibitor
COc1c(Cl)cc(Cl)cc1C(=O)Nc1ccc(NC(C)=O)cc1 | 0.5 | -0.2 | -22.9 | -16.4 | x | -1.2 | -6.8 | -3.5 | 6.8 | -3.7
C=CCN1C(=O)c2ccc(C(=O)N3CCN(S(=O)(=O)c4cccc(Cl)c4)CC3)cc2C1=O | 0.5 | -3.7 | -3.8 | 5.7 | -4.0 | -3.4 | -5.6 | -20.7 | 1.6 | 1.5
CCOCCCNC(=O)c1cn(C)c(=O)c2cc(OC)c(OC)cc12 | -1.1 | -2.5 | 19.4 | -3.4 | -6.2 | x | -1.1 | -0.5 | 6.8 | -1.6
COCC(C)NC(=O)c1cc2cc(OC)ccc2[nH]1 (stereo not drawn) | 0.7 | -1.9 | 1.2 | -1.3 | 5.3 | -0.4 | 2.9 | 7.3 | 7.8 | 0.2
Cc1ccc(C(=O)c2sc3nc4c(cc3c2N)CCC4)cc1 | 0.5 | -2.5 | 23.8 | 5.6 | -5.1 | 0.8 | 7.8 | -1.2 | 6.2 | -1.8
CN(CC(=O)NCCc1ccc(F)cc1)Cc1ccccc1 | -2.0 | -2.2 | x | -9.2 | -0.8 | -4.3 | -22.4 | -7.3 | -5.1 | 0.4
COc1ccc(CNC(=O)CCS(=O)(=O)c2ccc(Br)cc2)cc1 | 3.2 | -2.4 | -12.8 | -1.9 | 0.1 | -2.0 | -9.3 | 6.8 | 0.1 | 4.5
COc1cc(CCC(=O)Nc2cccc(S(=O)(=O)N(C)C)c2)cc(OC)c1OC | 1.8 | 1.9 | -51.3 | -2.0 | -3.4 | -0.5 | -1.8 | -9.2 | 1.7 | -1.3
CN(C)c1cccc2c1c(NC(=O)Nc1ccc(Cl)cc1Cl)nn2C | 0.1 | 4.0 | -62.8 | -3.1 | -2.7 | -1.2 | 0.2 | -8.2 | -1.3 | -2.4
CN(C(=O)COc1ccccc1C(=O)NCCOc1ccccc1)c1ccccc1 | -1.3 | -2.3 | -4.1 | 4.2 | -0.2 | 1.0 | -6.8 | 3.0 | -2.4 | -3.8
NC(=O)N/N=C/c1coc2ccc(O)cc2c1=O | -2.0 | -2.2 | x | 3.0 | -4.7 | -2.7 | 0.9 | -2.6 | 2.5 | -0.3
CC1(C)CC(NC(=O)CC2CCCCC2)CC(C)(C)N1 | 0.0 | -2.6 | 12.0 | -5.7 | -6.0 | -0.1 | 2.6 | -5.8 | 1.5 | 1.8
Cc1nc(Cl)sc1C(=O)Nc1cccc(Cl)c1C | -1.2 | 0.1 | -11.2 | 2.0 | -6.7 | -0.1 | -9.0 | 3.1 | -2.3 | -2.3
CNC(=S)N(Cc1ccc(OC)cc1)C1CC(=O)N(c2ccc(Cl)cc2)C1=O (stereo not drawn) | 0.7 | -5.2 | 26.8 | -1.2 | -2.6 | -2.3 | 2.2 | -6.8 | 4.7 | -2.4
O=C(O)CCCC[C@@H]1SC[C@@H]2NC(=O)N[C@@H]21 | -1.1 | -2.9 | 13.8 | 3.0 | -3.4 | 0.3 | -8.7 | -0.8 | 16.7 | 2.0
COC(=O)C[n+]1cccc2ccccc21 | 70.1* | 36.4* | 18.5 | -13.9 | -10.9 | -3.1 | -64.7 | 0.8 | 58.3* | -4.9
COc1ccc(-n2cc(CNCc3cnc4ccccn34)c(-c3cccc(F)c3)n2)cc1 | 0.4 | -4.2 | -24.8 | 3.3 | -5.6 | -0.3 | 6.4 | -15.6 | -2.4 | -3.9
O=C(c1ccc(Br)o1)N1CCN(c2ccc3nnc(-c4ccc(F)cc4)n3n2)CC1 | -1.0 | 2.1 | -31.6 | 0.1 | -2.6 | -2.3 | -7.8 | 3.7 | -2.9 | 3.7
CC(CC1CC(C)(C)OC1=O)C(=O)Nc1nncs1 (stereo not drawn) | 0.5 | -2.5 | -4.1 | 3.7 | x | -1.8 | 2.2 | -12.3 | -0.7 | -1.8
COc1cccc(NC(=O)c2ccc(NCCCN3CC(C)CC(C)C3)c([N+](=O)[O-])c2)c1 (stereo not drawn) | 1.2 | -1.7 | -25.5 | 18.6 | 0.0 | -0.1 | -9.4 | -4.5 | 9.4 | 1.2
CCOC(=O)N1CCN(C(=S)NC(=O)c2cncc(Br)c2)CC1 | 0.9 | -2.1 | 68.6* | 4.4 | -1.9 | -2.0 | -6.1 | 0.1 | -1.2 | -0.4
CCc1nnc(NC(=O)c2ccc(Br)o2)s1 | 1.7 | -5.3 | x | -6.4 | -1.0 | 1.9 | -6.4 | -1.4 | 1.2 | 0.3
CCOC(=O)c1c(S(=O)(=O)Nc2ccccc2OCC)c(C)n(C)c1C | 1.5 | 1.2 | 5.0 | -0.2 | 7.6 | -0.9 | -0.4 | 1.8 | -4.0 | -1.4

Screening results deposited in PubChem by several laboratories.
